High-throughput results as filed in PubChem.
Statin myotox sup: suppression of simvastatin myotoxicity. C2C12 myotubes + simvastatin, ATP luminescence, 48 h; scaled: DMSO 0, geranylgeraniol control 100. rescue of ATP level, % at 7.49 µM. actives 0.78% (n = 330,000);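 active = mean ATP rescue above about 67%, or every replicate alone reaching that limit, limit read from the data, passing the limit was not always enough; inconclusive = no clear call, values can overlap the other calls; inactive = mean under the limit and some replicate under it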;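 also: myotubes were challenged with 10 µM simvastatin during compound exposure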
SIRT5 inh: blocks human SIRT5 desuccinylation of peptide | Purified SirT5, succinyl-peptide AMC, trypsin-coupled fluorescence | inhibition, % at 15 µM | actives 1.1% (n = 330,000) | AID 652115; in the data active = inhibition above about 15%; inconclusive = no clear call, values can overlap the other calls
Target sequence (Q9NXA8 whole entry, looked up): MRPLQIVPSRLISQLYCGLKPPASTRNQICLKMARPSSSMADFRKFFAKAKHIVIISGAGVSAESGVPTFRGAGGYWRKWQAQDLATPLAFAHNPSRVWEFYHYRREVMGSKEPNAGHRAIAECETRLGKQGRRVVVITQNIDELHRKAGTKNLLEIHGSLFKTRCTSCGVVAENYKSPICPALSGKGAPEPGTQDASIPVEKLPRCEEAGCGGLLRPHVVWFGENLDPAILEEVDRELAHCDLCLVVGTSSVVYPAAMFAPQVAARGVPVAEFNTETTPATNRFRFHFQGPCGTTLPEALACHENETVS
ERp5 block: ERp5 (human) disulfide isomerase inhibition. Q15084. ERp5 insulin aggregation, absorbance 650 nm, 90 min. inhibition, % at 9.99 µM. actives 0.05% (n = 350,000). AID 651711;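 active = mean replicate inhibition above about 25%, with every replicate also reaching it, limit read from the data, passing the limit was not always enough; inconclusive = only one of those two criteria met; inactive = neither criterion met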
S100A4 inh HTS: blocks human S100A4 binding to myosin IIA peptide | P26447 | inhibition, % at 10.7 µM | AID 652163 | S100A4/TAMRA-MyoIIA peptide fluorescence polarization | actives 0.14% (n = 360,000);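 active = mean inhibition of at least 70% across replicates, with every replicate also reaching that level; inconclusive = mean inhibition reaches 70% but some replicates fall short; inactive = mean inhibition below 70%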
Target sequence (P26447 whole entry, looked up): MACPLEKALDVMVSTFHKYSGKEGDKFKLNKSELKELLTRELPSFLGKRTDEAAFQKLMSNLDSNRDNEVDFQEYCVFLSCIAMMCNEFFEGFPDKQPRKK
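Material: S100A4 monomer protein / Buffer or medium: 50 mM HEPES pH 7.2, 10 mM CaCl2, 100 mM KCl / Times: 5 min incubation before reading / Benchmarks: neutral control DMSO, positive control TFP / Reagent: labelled myosin peptide probe, 5 nM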
PglD inh: PglD (C. jejuni) enzyme inhibition; purified PglD enzyme, DTNB colorimetric CoA detection; inhibition, % at 12.5 µM; actives 0.098% (n = 360,000); AID 602405; in the data active = inhibition above about 16%, passing the limit was not always enough; inconclusive = no clear call, values can overlap the other calls; also: strong numbers were not always called active
DENV2 CPE: protects cells from dengue virus 2 cytopathic effect; DENV2-infected cells, cytopathic effect rescue, plate reader; CPE inhibition, % at 9.99 µM; actives 1.7% (n = 350,000); in the data active = CPE inhibition above about 20%, passing the limit was not always enough; inconclusive = no clear call, values can overlap the other calls; tested in BHK-21 cells;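 also: 0% = median of neutral control wells and 100% = median of positive control wells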
E-selectin induc: induces E-selectin expression in human endothelial cells; activation, % at 7.58 µM; HUVEC E-selectin immunofluorescence imaging; normalized: neutral wells 0, TNF-alpha wells 100; actives 0.37% (n = 260,000); AID 686992;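 active = mean E-selectin-positive cell signal at least 10% of the positive control, reached in at least 60% of replicates, without over 20% cell loss; inconclusive = no rule given, readout overlaps actives, possibly toxicity-flagged; inactive = the rest, including those meeting only one limit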;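 also: in these data hits start at about 27%; measured in HUVEC primary endothelial cells; signal is the percent of cells scored E-selectin positive by PE staining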
Target sequence (P16581 whole entry, looked up): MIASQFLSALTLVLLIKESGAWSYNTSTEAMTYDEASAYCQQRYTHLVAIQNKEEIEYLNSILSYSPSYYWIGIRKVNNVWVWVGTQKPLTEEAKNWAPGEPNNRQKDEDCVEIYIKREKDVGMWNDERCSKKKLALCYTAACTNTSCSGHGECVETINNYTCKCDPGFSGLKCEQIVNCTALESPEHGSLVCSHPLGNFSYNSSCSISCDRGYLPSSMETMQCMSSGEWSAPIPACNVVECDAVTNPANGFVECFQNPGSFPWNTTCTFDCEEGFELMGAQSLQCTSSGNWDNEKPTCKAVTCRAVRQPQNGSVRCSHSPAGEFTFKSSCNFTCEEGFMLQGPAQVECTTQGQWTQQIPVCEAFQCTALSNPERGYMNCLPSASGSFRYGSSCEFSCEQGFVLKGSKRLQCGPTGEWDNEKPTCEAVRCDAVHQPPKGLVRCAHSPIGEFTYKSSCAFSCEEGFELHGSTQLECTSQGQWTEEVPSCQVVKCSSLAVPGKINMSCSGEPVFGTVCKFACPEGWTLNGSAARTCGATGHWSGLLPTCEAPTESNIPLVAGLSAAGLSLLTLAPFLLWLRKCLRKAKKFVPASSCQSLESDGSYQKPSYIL
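Test system: HUVEC; input: 3,000 HUVEC/well; measured by: immunofluorescence imaging; read-out: % PE-positive cells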
An asterisk follows results filed as active; ? = inconclusive; . = no result given; & = joins results of further samples. Some of the compounds tested (hit frequency here may not be typical).

SMILES | Statin myotox sup | SIRT5 inh | ERp5 block | S100A4 inh HTS | PglD inh | DENV2 CPE | E-selectin induc
CCCC#Cc1ccc([C@@H]2[C@H]3CN(C(=O)c4ccccc4)CC(=O)N3[C@H]2CO)cc1 | . | 1 | 4 | -3 | . | 7 | 0.5
O=S(=O)(NCCCN1CCOCC1)c1ccc2ccccc2c1 | 1 | -4 | -10 | -4 | -1 | 3 | -5.5
Cc1[nH]c2ccccc2c1C(=O)/C=C/c1ccccc1Cl | . | 1 | 2 | 2 | -10 | 2 | 0.4
COCCCNC(=S)N1CCC(NC(=O)c2ccco2)CC1 | ? | -1 | 2 | 2 | -2 | -6 | .
CO[C@H]1CN(C)C(=O)c2cc(NC(=O)C3CC3)ccc2OC[C@H](C)N(Cc2cncnc2)C[C@@H]1C | 2 | 1 | 0 | -1 | 0 | 6 | 0.0
C[C@@H]1CCCCO[C@H](CN(C)Cc2ccc(C(F)(F)F)cc2)[C@@H](C)CN([C@H](C)CO)C(=O)c2cc(NC(=O)Nc3ccc(F)cc3)ccc2O1 | . | -4 | 1 | 1 | -9 | . | .
CCC(=O)Nc1ccc2c(c1)C(=O)N(C)C[C@@H](OC)[C@H](C)CN(Cc1ccccn1)[C@H](C)CO2 | -9 | -4 | -3 | 0 | -5 | . | -0.1
CS(=O)(=O)N1[C@@H](C#N)[C@@H](c2ccc(C#CC3CCCC3)cc2)[C@@H]1CO | -46 | -2 | -4 | 1 | 1 | 1 | 1.0
O=C1Nc2ccccc2S/C1=C/NCc1ccccc1Cl | . | 2 | 0 | -5 | . | 5 | 0.0
C[C@H](CO)N1C[C@H](C)[C@H](CN(C)CC2CC2)Oc2ccc(NC(=O)Cc3ccccc3)cc2C1=O | 5 | -4 | 8 | -17 | -3 | 17 | -0.1
CN1C(=O)c2cc(NC(=O)C3CCCCC3)ccc2OC[C@@H]2O[C@@H](CC(=O)NCc3ccccc3F)CC[C@H]21 | 4 | -1 | 1 | 0 | 0 | 0 | -0.2
CC1CCCCN1S(=O)(=O)c1ccc(NC(=O)c2cccs2)cc1 (centres undefined) | -88 | 2 | -1 | -9 | 0 | . | .
Cn1c(SCC(=O)Nc2cccc(F)c2)nc2c(c1=O)SCC2 | . | 8 | -28 | 0 | 3 | 8 | 0.0
O=C(O)C1Cc2c([nH]c3ccccc23)C(c2ccc3c(c2)OCO3)N1 (centres undefined) | 7 | 0 | 0 | 3 | 0 | . | .
C[C@H]1CCCCO[C@H](CN(C)Cc2ccc(C(=O)O)cc2)[C@@H](C)CN([C@@H](C)CO)C(=O)c2cc(N(C)C)ccc2O1 | -43 | 7 | -2 | -7 | 1 | 2 | -0.1
O=C(NCc1ccccc1Cl)c1ccc2nc([C@@H]3O[C@H](CO)[C@@H](O)[C@H]3O)[nH]c2c1 | 17 | 0 | -1 | -3 | 1 | 6 | 5.8
Cc1ccc(S(=O)(=O)N2CCN(C(=O)COC(=O)/C=C/c3ccc(C(F)(F)F)cc3)CC2)c(C)c1 | -12 | -1 | -7 | -7 | -3 | -6 | .
CCCN1[C@@H]2c3ccc(C4=CCCCC4)c(=O)n3C[C@H]1[C@H](CO)[C@H]2C(=O)NCCc1ccncc1 | . | -26 | 9 | 3 | . | -12 | -0.4
O=C(C[C@@H]1CC[C@@H]2[C@H](COC[C@H](O)CN2Cc2ccc3c(c2)OCO3)O1)Nc1ccccc1 | 27 | 0 | 2 | 6 | -1 | -16 | 0.0
Cc1cc(S(=O)(=O)NCc2ccccc2)ccc1OCC(=O)N1CCOCC1 | 6 | 0 | 2 | -1 | 6 | . | 0.4
Cc1ccc(NC(=S)N2CCC(NC(=O)c3ccccc3)CC2)cc1 | -5 | -2 | 1 | -2 | 5 | 8 | 0.0
C[C@@H]1CN([C@@H](C)CO)C(=O)Cc2cc(NC(=O)Cn3cnnn3)ccc2O[C@H]1CN(C)Cc1ccncc1 | -10 | -2 | -1 | 0 | 5 | 0 | 0.8
COCCCNc1nc2ccccc2nc1NS(=O)(=O)c1ccccc1 | . | 0 | -2 | 12 | . | 3 | .
O=C(CN1CCN(Cc2ccccc2)CC1)N1CCCc2c1c(=O)oc1ccc(O)cc21 | -1 | . | . | -10 | 5&-5 | . | .
COc1ccc2nc(C)c(C(N)=O)cc2c1 | 26 | 0 | -2 | -1 | -3 | 11 | -1.0
O=C(NCCCN1CCOCC1)c1nn2c(C(F)(F)F)cc(-c3ccco3)nc2c1Cl | 1 | 3 | 1 | -8 | 0 | -3 | .
C[C@H](CO)N1C[C@H](C)[C@@H](CN(C)C(=O)Nc2ccc(F)cc2)Oc2c(NC(=O)CCCCCC(=O)Nc3ccccc3N)cccc2C1=O | . | . | -5 | -2 | . | -7 | -2.7
CN1C(=O)c2cc(NC(=O)Cc3cccs3)ccc2OC[C@@H]2O[C@H](CC(=O)NCCc3ccncc3)CC[C@H]21 | -1 | 1 | -1 | 44 | 4 | 1 | 0.6
COc1ccc(/C=N/NC(=O)c2nnn(-c3nonc3N)c2-c2cccc(OC)c2)cc1 | 3 | 0 | 4 | 7 | 0 | 16 | .
Cc1ccc(N(C(C)C(=O)Nc2cccc(N(C)S(C)(=O)=O)c2)S(C)(=O)=O)cc1 (centres undefined) | -1 | 0 | -1 | -1 | . | -7 | 0.0
Cc1ccc(S(=O)(=O)N2CCN(C(=O)C3CCCCC3)CC2)cc1 | -9 | 5 | -1 | 9 | -6 | -2 | .
Cc1ccc(/C=N/OC(=O)c2nn(C)cc2Cl)cc1 | . | 0 | -3 | -1 | . | -2 | .
COc1ccccc1CNC(=O)C(=O)NCC(c1ccco1)N1CCOCC1 (centres undefined) | 9 | -1 | 0 | -5 | 5 | 4 | .
C[C@@H]1CN([C@@H](C)CO)C(=O)c2cccc(NC(=O)c3ccc(-c4nccs4)cc3)c2O[C@@H]1CN(C)S(C)(=O)=O | . | -2 | -2 | -7 | 2 | 24* | -11
O=C(CNC(=O)c1ccc(Br)o1)OCC(=O)c1cccc([N+](=O)[O-])c1 | . | 6 | 9 | -3 | . | -4 | 1.9
NC(=O)C1CC(=O)N(c2ccc(OCc3ccc(F)cc3)cc2)C1 (centres undefined) | 2 | 0 | -2 | -1 | 3 | -7 | 0.0
CC(/C=N/NC(=O)c1nnn(-c2nonc2N)c1C)=C\c1ccccc1 | -5 | 1 | -1 | -9 | 0 | -1 | .
O=C(Nc1cccc(-c2cnc3ccccc3n2)c1)c1cccc(NC(=O)c2ccco2)c1 | 16 | . | . | . | -7 | . | 2.2
Cc1cccc(NC(=O)CSCC(=O)N(C)CC(=O)Nc2cccc(F)c2)c1 | 3 | -3 | -7 | 0 | 0 | -4 | -0.8
CCOC(=O)c1sc(C)c2c(=O)n(Cc3ccc(Cl)cc3)cnc12 | . | -2 | -9 | 0 | . | 2 | 0.8
COc1ccc(C(=O)NNC(=S)NC(=O)c2cccs2)cc1 | . | 0 | -4 | 2 | 2 | 0 | .
C[C@@H]1CN([C@H](C)CO)C(=O)c2cc(-c3ccncc3)cnc2O[C@@H]1CN(C)C(=O)Cc1ccccn1 | -5 | 4 | -2 | 3 | -2 | 2 | 0.2
CN(C)CCCNC(=O)c1c(N)[nH]c(C(=O)c2ccc(Br)cc2)c1-c1ccc(Br)cc1 | . | . | 5 | -2 | . | -8 | 0.0
N#Cc1cccc2cccc(S(=O)(=O)N3CCOCC3)c12 | 6 | 2 | 3 | 5 | 4 | 5 | -0.3
CCOC(=O)COc1nc2c(c(-c3ccco3)c1C#N)CCc1ccccc1-2 | . | -2 | 4 | 1 | -2 | -1 | .
Cc1ccc(C)c(NC(=S)N2CCN(Cc3ccccc3)CC2)c1 | . | -3 | 4 | -5 | . | 9 | .
COc1ccccc1N1CCN(C(=O)C(=O)c2cn(CC(=O)N3CCCC3)c3ccccc23)CC1 | 1 | 0 | -6 | -6 | -1 | -5 | -0.1
Cc1cc(-c2ccccc2)nc(N/N=C/c2ccc([N+](=O)[O-])cc2)n1 | . | 0 | 0 | 1 | 14 | -12 | -1.1
O=S(=O)(NC1=NCCCCC1)c1ccc(F)cc1 | 5 | -3 | 5 | 3 | -2 | 1 | -0.3
O=C(C[C@@H]1C=C[C@@H](NC(=O)C2CCOCC2)[C@@H](CO)O1)Nc1ccc(-c2ccccc2)cc1 | 5 | -1 | 5 | 6 | 2 | 13 | -0.1
COc1ccc2c3c(n(C)c2c1)[C@@H](CO)N(C(=O)C1CCOCC1)CC31CCN(Cc2cccc(F)c2)CC1 | . | -2 | 3 | 6 | . | -28 | -0.1
COC(=O)c1cn(CCCNC(=O)Nc2ccccc2)nn1 | . | -3 | 3 | 2 | . | 2 | .
C[C@H](CO)N1C[C@H](C)[C@@H](CN(C)C(=O)C2CCOCC2)Oc2ncc(C#Cc3ccccc3F)cc2C1=O | 12 | -3 | 9 | -1 | -1 | -6 | 0.2
Cc1cc(NC(=O)c2ccc(Cl)cc2Cl)no1 | -5 | -4 | -2 | -2 | 1 | 6 | .
Cc1ccccc1CCNC(=O)CCn1nc(C)c2c(C)n(-c3ccccc3)nc2c1=O | 35 | -1 | . | -4 | -5 | 16 | 0.0
CCCn1nc(C(=O)NNC(=O)c2ccc(C)c(C)c2)c2ccccc2c1=O | . | 0 | 4 | 9 | . | 7 | -0.1
O=C(COc1ncnc2ccccc12)Nc1ccc(Cl)c(S(=O)(=O)N2CCOCC2)c1 | . | -1 | 0 | -1 | 1 | -2 | 2.8
CCc1ccccc1N(C)S(=O)(=O)c1ccc2[nH]cc(C(=O)O)c(=O)c2c1 | . | 0 | 6 | -3 | . | 17 | -0.1
CCOC(=O)[C@@H]1[C@H]2COc3ccccc3[C@@H]2N2C(=O)N(c3ccccc3)C(=O)[C@]12C | 12 | . | 4 | 1 | -3 | -2 | .
CN(C)S(=O)(=O)c1ccc(Nc2ccc(-c3ccc4c(c3)OCCO4)nn2)cc1 | -17 | 0 | 1 | -20 | -2 | -9 | .
Further compounds.
SMILES | Statin myotox sup | SIRT5 inh | ERp5 block | S100A4 inh HTS | PglD inh | DENV2 CPE | E-selectin induc
COc1ccc(NC(=O)Nc2ccccc2SC)cc1OC | . | -2 | 5 | 0 | . | 5 | .
O=C(NCC[C@@H]1CC[C@H](NS(=O)(=O)Cc2ccccc2)[C@@H](CO)O1)C1CCCCC1 | 0 | 1 | -5 | -3 | 6 | 10 | 0.7
COc1ccc(NC(=O)N[C@H]2C=C[C@@H](CC(=O)NC3CCC3)O[C@@H]2CO)cc1 | -2 | -11 | 12&1 | -1&0 | 0 | -8&0 | -0.1&0.1
CCc1sc(C(=O)Nc2cc(S(=O)(=O)N3CCOCC3)ccc2OC)cc1C | -28 | -4 | -1 | 1 | 4 | 4 | 0.5
CCc1nc(SCC(=O)N2CCC(C)CC2)c2c(=O)n(C)c(=O)n(C)c2n1 | -5 | 2 | -1 | -3 | 0 | 3 | 1.8
CC(=O)N1CC2(C1)[C@@H](c1ccc(-c3ccccc3C)cc1)[C@@H](CO)N2C(C)=O | . | -2 | -2 | -3 | . | -2 | 0.8
CCCOc1ccc(CC2CCC(=O)NC2=O)cc1 (centres undefined) | . | -2 | 3 | 3 | -5 | -3 | .
OC[C@H]1[C@H](c2ccc(-c3cccnc3)cc2)[C@@H]2CN(CC3CCOCC3)CCCCN12 | . | -2 | -4 | 8 | 0 | 5 | .

Quoted at random: three records from the list, in no set order.
SMILES | Statin myotox sup | SIRT5 inh | ERp5 block | S100A4 inh HTS | PglD inh | DENV2 CPE | E-selectin induc
OC[C@H]1[C@H](c2ccc(-c3cccnc3)cc2)[C@@H]2CN(CC3CCOCC3)CCCCN12 | . | -2 | -4 | 8 | 0 | 5 | .
COc1ccc(NC(=O)Nc2ccccc2SC)cc1OC | . | -2 | 5 | 0 | . | 5 | .
CC(=O)N1CC2(C1)[C@@H](c1ccc(-c3ccccc3C)cc1)[C@@H](CO)N2C(C)=O | . | -2 | -2 | -3 | . | -2 | 0.8
